BAP1 inh – inhibitors of human BAP1 deubiquitinase; AID 436; 0.48% of 72,000 active; activity remaining (% of control), % at 20 µM; recombinant BAP1, Ub-AMC hydrolysis fluorescence kinetic; hits give low values;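 active = activity remaining at or below 50% of control, provided the compound also passes the data quality filters; inactive = the rest, including low values that fail the filters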;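 note: 100% = DMSO wells rate and 0% = substrate alone blank rate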
Target sequence (Q92560 whole entry, looked up): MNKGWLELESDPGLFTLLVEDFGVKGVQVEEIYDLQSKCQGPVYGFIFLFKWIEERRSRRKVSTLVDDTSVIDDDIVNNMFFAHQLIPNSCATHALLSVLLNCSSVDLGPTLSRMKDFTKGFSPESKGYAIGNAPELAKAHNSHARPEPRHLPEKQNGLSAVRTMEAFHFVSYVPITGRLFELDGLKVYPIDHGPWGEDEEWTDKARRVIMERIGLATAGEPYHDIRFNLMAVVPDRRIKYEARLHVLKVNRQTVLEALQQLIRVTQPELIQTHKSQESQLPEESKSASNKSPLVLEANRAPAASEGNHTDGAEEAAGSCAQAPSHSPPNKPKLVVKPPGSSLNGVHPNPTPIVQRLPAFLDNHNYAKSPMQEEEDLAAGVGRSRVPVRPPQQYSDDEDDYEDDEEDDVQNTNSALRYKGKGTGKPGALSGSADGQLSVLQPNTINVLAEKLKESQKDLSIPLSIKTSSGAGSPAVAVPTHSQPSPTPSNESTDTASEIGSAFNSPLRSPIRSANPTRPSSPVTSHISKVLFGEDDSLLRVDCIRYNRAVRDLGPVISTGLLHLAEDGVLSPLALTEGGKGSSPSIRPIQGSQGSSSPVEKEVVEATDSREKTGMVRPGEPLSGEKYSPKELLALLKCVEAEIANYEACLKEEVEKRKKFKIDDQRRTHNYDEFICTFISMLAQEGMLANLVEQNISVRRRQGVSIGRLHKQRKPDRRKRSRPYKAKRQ
HePTP inhibitor – blocks human HePTP tyrosine phosphatase | 0.64% of 110,000 active | recombinant HePTP phosphatase activity, OD absorbance | AID 521 | inhibition, % at 20 µM; in the data active = inhibition above about 50%;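 note: plate controls were vehicle for no effect and reference inhibitor for full effect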
Target sequence (P35236 whole entry, looked up): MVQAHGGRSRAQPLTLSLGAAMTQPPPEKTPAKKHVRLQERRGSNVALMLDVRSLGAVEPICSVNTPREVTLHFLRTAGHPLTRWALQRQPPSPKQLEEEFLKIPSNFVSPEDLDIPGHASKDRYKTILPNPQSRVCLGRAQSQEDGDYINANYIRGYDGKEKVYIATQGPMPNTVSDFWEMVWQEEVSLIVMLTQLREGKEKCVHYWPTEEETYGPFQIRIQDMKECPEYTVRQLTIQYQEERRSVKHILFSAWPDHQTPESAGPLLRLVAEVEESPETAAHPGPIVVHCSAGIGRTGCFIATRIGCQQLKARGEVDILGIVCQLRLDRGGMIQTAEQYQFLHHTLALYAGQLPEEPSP
The depositor's hits bear a star; nt = not tested or not shown; & = joins results of further samples.

BAP1 inh	HePTP inhibitor	SMILES
77.1	4.7	CCC(=O)c1ccc(OCC(O)Cn2c(C)nc3ccccc32)cc1 (configuration not stated)
nt	2.7	N/C(=N\N=C\c1ccccc1O)c1nonc1N
nt	0.5	CC(=O)Nc1ccc(-c2ccc(OCc3ccccc3)cc2)cc1
91.0	8.1	CCc1ccc(NS(=O)(=O)c2ccc3[nH]cc(C(=O)NCC4CCCO4)c(=O)c3c2)cc1 (configuration not stated)
98.1	-7.8	CCOCCCNC(=O)c1c(C)c(C(=O)OCC)n(C)c1C
85.2	0.5	O=P(Cc1nnco1)(c1ccccc1)c1ccccc1
nt	-2.5	Cc1cccc(C(C)C)c1NC(=O)COc1ccc(Cl)cc1Cl
107.6	-5.8	CCOC(=O)N1CCC(NC(=O)C(Cc2ccccc2)NC(=O)c2ccco2)CC1 (configuration not stated)
nt	-0.1	CC1CCC2(CC1)C(C#N)=C(SCC(N)=O)NC(=O)C2C#N (configuration not stated)
nt	4.4	CCCCOc1ccc(C(=O)N2CCC(Cc3ccccc3)CC2)cc1
nt	-9.4	COCCOC(=O)C1=C(C)NC(=O)CC1c1ccccc1Br (configuration not stated)
nt	-1.1	CC1=NNC(=O)/C1=C\c1cn(-c2ccccc2)nc1-c1ccc(C)o1
nt	7.9	Cc1ccc(C2Nc3ccc(C(=O)c4ccccc4)cc3NC3=C2C(=O)CCC3)o1 (configuration not stated)
108.0	-7.2	O=C(O)CCn1c(-c2ccccc2)cc2c1CCCC2=O
90.6	nt	O=C(OCCN1C(=O)c2ccccc2C1=O)c1ccc([N+](=O)[O-])cc1
nt	-14.9	CCOC(=O)c1c(NC(=O)c2ccc(N3C(=O)CCC3=O)cc2)sc2c1CCCC2
nt	-1.7	CC(C)(C)c1ccc(OCC(=O)Nc2cccc(NC(=O)c3ccccc3)c2)cc1
106.8	nt	O=S(=O)(NCC(c1cccnc1)N1CCOCC1)c1cccs1 (configuration not stated)
80.0	-10.3	Nc1ccc2c3c(cccc13)CC2
133.0	-9.6	CCn1c(SCc2nc3ccccc3[nH]2)nnc1-c1cnccn1
87.8	8.6	CC(C)(C)c1ccc(Cn2nnc3c(=O)[nH]c(C4CCN(C(=O)Cc5cccs5)CC4)nc32)cc1
66.1	7.5	Cc1cc(=O)[nH]c(SCC(=O)N2CCN(C(c3ccccc3)c3ccccc3)CC2)n1
nt	103.1*	O=C(O)c1cccc2c1NC(c1ccc([N+](=O)[O-])cc1)C1CC=CC21 (configuration not stated)
113.3	2.6	O=S(=O)(NCC(O)COCc1ccco1)c1cccs1 (configuration not stated)
nt	6.9	CN(C)c1ccc(/C=C/C(=O)c2cccc([N+](=O)[O-])c2)cc1
65.8	5.5	COc1ccc(OC)c(S(=O)(=O)Nc2ccccc2SC)c1
132.8	9.8	COc1cccc(/C(O)=C2/C(=O)C(=O)N(CCN(C)C)C2c2ccc(Br)cc2)c1 (configuration not stated)
97.0	4.5	Cc1cc(C)c2c(=O)[nH]n(C(C)C)c2n1
96.1	16.4	CCCS(=O)(=O)N1CCN(C(=O)CCC2CCCC2)CC1
nt	8.2	COC(=O)c1ccc(/C=N/NC(=O)COc2c(Br)cc(Br)cc2Br)cc1
109.4	8.2	C=CCn1c(=N)n(CC(O)c2ccc(C)cc2)c2ccccc21 (configuration not stated)
nt	1.4	NC(=O)c1cccc(N=Cc2ccccc2[N+](=O)[O-])c1
nt	8.9	Cc1ccc(Cl)cc1NC(=O)CN(c1cccc([N+](=O)[O-])c1)S(=O)(=O)c1ccccc1
nt	6.3	Cc1csc(-c2cc3ccc(OC/C=C/c4ccccc4)cc3oc2=O)n1
nt	5.6	COc1ccc(C(=O)NCc2ccccc2C)cc1OC
80.4	0.4	Cc1ccc(Cn2c(CN3CC(C)OC(C)C3)nc3c2c(=O)n(C)c(=O)n3C)cc1 (configuration not stated)
nt	6.5	CC1CCCCC1NC(=O)CCS(=O)(=O)c1cccc2nonc12 (configuration not stated)
83.0	7.1	C1CCN(c2nc3nonc3nc2N2CCCC2)C1
96.6	-6.6	COc1ccc(OC)c(S(=O)(=O)N2CCC(C(=O)NCc3ccccc3)CC2)c1
nt	3.1	Cc1ccc(C2C(C#N)=C(N)Oc3c2ccc2cccnc32)cc1 (configuration not stated)
nt	-11.1	CC(=O)c1cccc(NS(=O)(=O)c2cc(Cl)ccc2Cl)c1
nt	0.3	CC(=O)NS(=O)(=O)c1ccc(NS(=O)(=O)Cc2ccccc2)cc1
87.9	-0.4&-13.2	Cc1nc2sc3c(c2c(=O)[nH]1)CCC3
193.7	-1.5	Cn1c2ccccc2c2ncn(CCCN3CCOCC3)c(=O)c21
84.1	9.3	CCSC1=NC(=O)/C(=C2/C=Cc3ccccc3N2CC)S1
nt	2.7	Clc1ccccc1CN1CCN(Cc2ccncc2)CC1
96.8	6.6	O=C(CCCCn1c(=O)[nH]c2ccccc2c1=O)N1CCN(c2cccc(C(F)(F)F)c2)CC1
nt	0.5	COc1ccc(S(=O)(=O)N2CCN(Cc3ccccc3OC)CC2)cc1

Copied from the list.
HePTP inhibitor with CC(=O)c1cccc(NS(=O)(=O)c2cc(Cl)ccc2Cl)c1 = -11.1
BAP1 inh with Cc1nc2sc3c(c2c(=O)[nH]1)CCC3 = 87.9
HePTP inhibitor with CC(=O)NS(=O)(=O)c1ccc(NS(=O)(=O)Cc2ccccc2)cc1 = 0.3
HePTP inhibitor with Cn1c2ccccc2c2ncn(CCCN3CCOCC3)c(=O)c21 = -1.5

Later entries.
BAP1 inh	HePTP inhibitor	SMILES
nt	6.6	COc1ccc(C(=O)NCc2ccc(C)cc2)cc1OC
nt	0.5	O=[N+]([O-])c1ccc(C2NN=C(c3ccccc3)S2)cc1 (configuration not stated)
nt	-11.9	COc1ccc(/C=N\NC(=O)CNc2ccccc2C)cc1Cl
99.2	0.7	CC(C)c1ccc(NC(=O)C(c2ccc3c(c2)OCO3)N2CCN(C(=O)c3ccco3)CC2)cc1 (configuration not stated)
74.2	5.4	Cc1cc(C)c(C#N)c(SCc2ccc(C#N)cc2)n1
nt	4.6	CC1(C)Cc2c(C#N)c(NCCc3ccccc3)nc(-c3ccco3)c2CO1
129.4	nt	CC1=C(C(=O)Nc2ccccc2)C(c2ccccc2)n2ncnc2N1 (configuration not stated)
105.3	2.8	Cc1ccc2c(c1)N(CC(=O)OC(CC(C)C)C(=O)NC1CCCC1)C(=O)CO2 (configuration not stated)
68.8	5.0	CN=C1c2cc3c(Br)c(OC)ccc3n2CCN1C
nt	0.3	CCCc1cc(C(=O)OC)c(NC(=O)C2C3CCC(C3)C2C(=O)O)s1 (configuration not stated)
nt	6.6	O=C(NC(=S)Nc1ccc(NC(=O)c2ccccc2)cc1)c1ccc(Cl)cc1
217.2	1.8	O=c1c2c(n3nnnc3n1-c1ccccc1)-c1ccccc1CC21CCCC1
94.9	3.4	O=C(Nc1cccc2nsnc12)c1ccc([N+](=O)[O-])cc1
148.3	5.3	Cn1c(=O)oc2cc(C(=O)c3ccccc3)ccc21
104.2	2.0	CCCOc1ccccc1C1CC(=O)NC2=C1C(=O)CCC2 (configuration not stated)
55.0	-0.7	Cn1c(SCC(=O)Nc2ccc3c(c2)OCCO3)nnc1-c1ccccn1
nt	-8.2	COc1ccc(C2CC(c3ccccc3)=NN2C(C)=O)cc1 (configuration not stated)
106.3	6.0	CCOc1ccc(-n2cnnn2)cc1S(=O)(=O)Nc1c(C)cccc1C
86.2	-2.6	Cc1c(C(=O)NCc2ccccn2)sc2nc(-c3ccccc3)cn12
110.8	4.9	O=C(NCCCN1CCCC1)Nc1cccc2ccccc12
88.7	-2.4	COc1ccc(OC)c(C(=O)c2nc3c(n2O)CCCCC3)c1
82.2	2.0	C=C(C)COc1ccc(-c2nc(N)ncc2Oc2ccc(OC)cc2)c(O)c1
96.5	6.9	Cc1cc(S(=O)(=O)N2CC(=O)N(CCc3ccccc3)C(=O)C2)ccc1F
nt	-7.3	Cc1ccnc(NC(=O)Cc2ccc(Br)cc2)c1

The list goes on (3 carried over from the part before).
BAP1 inh	HePTP inhibitor	SMILES
82.2	2.0	C=C(C)COc1ccc(-c2nc(N)ncc2Oc2ccc(OC)cc2)c(O)c1
96.5	6.9	Cc1cc(S(=O)(=O)N2CC(=O)N(CCc3ccccc3)C(=O)C2)ccc1F
nt	-7.3	Cc1ccnc(NC(=O)Cc2ccc(Br)cc2)c1
82.6	1.6	O=C(c1ccc2c(c1)OCCO2)C1CCN(S(=O)(=O)c2ccccc2F)CC1
73.6	11.1	CC(O)c1cc2c(cc1NC(=O)c1cnn3c1NC(c1ccco1)CC3C(F)(F)F)OCO2 (configuration not stated)
77.3	8.2	O=C(Cn1ccc2ccccc2c1=O)N1CCN(c2cccc(Cl)c2)CC1
129.7	10.8	c1ccc(CSc2nnnn2-c2ccc3c(c2)OCCO3)nc1
nt	4.4	CCc1nnc(NC(=O)CN2CCN(c3ccc([N+](=O)[O-])cc3)CC2)s1
118.2	7.6	C=CCN1C(c2ccc(OCC)cc2)=CS/C1=C(\C#N)c1nnc2n1CCCCC2
nt	21.1	COc1cccc(-c2nc3cc(NC(=O)c4ccc(Br)o4)ccc3o2)c1
nt	16.2	COc1ccc(Cl)cc1C(=O)Nc1sc(C)c(C)c1C#N
nt	5.1	Cn1c(/C=N/c2nc3ccccc3n2C)nc2ccccc21
nt	-5.4	O=C(Nc1ccc(F)c([N+](=O)[O-])c1)c1ccc(Br)o1
nt	-0.6	FC(F)(F)c1ccc2nnc(-c3ccc(Br)cc3)n2c1
112.0	11.5	CCOC(=O)CNC(=O)CSc1nnc(-c2cccc(OC)c2)n1CC
87.9	-1.1	CC(C)CCSc1nnc(Cn2c(=O)sc3ccccc32)n1C
96.5	9.3	Cn1c(C(=O)N2CCN(C3CCCCC3)CC2)cc2c(=O)n(C)c3ccccc3c21
nt	0.5	Cc1ccc(C(=O)N(Cc2ccccc2)Cc2ccccc2)cc1[N+](=O)[O-]
nt	-9.4	CC(C)C(C(=O)O)N1C(=O)/C(=C/c2ccc(O)cc2)SC1=S (configuration not stated)
nt	7.2	COc1ccccc1N1CCN(S(=O)(=O)c2ccc3c4c(cccc24)C(=O)N3)CC1
107.4	4.3	COc1ccc(-c2nnc3ccc(SCC(=O)N4CCN(c5ccccc5)CC4)nn23)cc1OC
71.6	-0.8	OC(COc1ccc(C2C=CCC2)cc1)CN1CCCCC1 (configuration not stated)
102.9	-8.2	CCC1(C(=O)O)NC(c2cccc(OC)c2O)C2C(=O)N(c3ccccc3)C(=O)C21 (configuration not stated)
92.6	7.4	COC(=O)Cn1c(CN2CCc3ccccc3C2)nc2c1c(=O)n(C)c(=O)n2C
109.1	8.9	Cc1cc(C)n(CCc2nc(-c3cccs3)cs2)n1
nt	13.2	O=[N+]([O-])c1ccc(CP(=O)(c2ccccc2)c2ccccc2)cc1
92.3	-9.2	COc1ccc(C(=O)Nc2ccccc2C(=O)NCCN2CCOCC2)cc1
nt	6.6	O=C(COc1ccc2ccc(=O)oc2c1)Nc1ccc2c(c1)OCCO2
99.9	-8.6	CC(=O)Nc1ccc(S(=O)(=O)N2CCC(NC(=O)c3ccco3)CC2)cc1
97.8	-3.3	COc1ccc(S(=O)(=O)Nc2ccccn2)cc1OC
nt	-7.5	COc1cc(/C=C2/SC(=S)NC2=O)ccc1OC(=O)c1ccc([N+](=O)[O-])cc1
104.7	6.0	CC(NC(=O)C1C(=O)N(CCO)C2(C)CC1c1ccccc1O2)c1ccccc1 (configuration not stated)
nt	-3.3	Cc1cc(C)cc(N2C(=O)NC(=O)/C(=C\c3ccc4c(c3)OCO4)C2=O)c1
nt	-0.7	CC(=O)Nc1ccc(Cl)c(-c2nc3ccccc3s2)c1
nt	25.3	O=C(O)c1cc(-c2ccc(/C=N/Nc3ccc(Cl)c(Cl)c3)o2)ccc1Cl
99.1	7.7	CC1(C)OC(=O)C(=CNc2ccc(F)cc2)C(=O)O1
nt	6.5	COc1cc(/C=C2\C(=O)N(c3cccc(C(=O)O)c3)N=C2C)cc(I)c1O
nt	10.9	Cc1onc(-c2ccccc2Cl)c1C(=O)N[C@@H](C)c1ccccc1
nt	8.3	COC(=O)C1=C(C)NC(C)=C(C(=O)OC)C1c1ccc(-c2ccc(Cl)cc2Cl)o1
nt	6.9	COC(=O)C(NC(=O)c1ccccc1Br)C(C)C (configuration not stated)
nt	-2.9	C/C(=C1/C(=O)N(c2nc3ccccc3s2)N=C1CSc1ccc(Cl)cc1)N1CCOCC1
nt	-7.8	Cc1ccc2c(c1)NC(c1cccs1)C1=C(CC(c3ccccc3)CC1=O)N2 (configuration not stated)
nt	1.8	CCN(CC)c1ccc(NC(=O)c2ccc(C(C)C)cc2)cc1

Printed as active in HePTP inhibitor (from the list above):
BAP1 inh	HePTP inhibitor	SMILES
nt	103.1*	O=C(O)c1cccc2c1NC(c1ccc([N+](=O)[O-])cc1)C1CC=CC21 (configuration not stated)

Other records.
BAP1 inh	HePTP inhibitor	SMILES
nt	-5.8	CCCNC1=CC(=O)C(NCCC)=CC1=O
nt	3.1	CC(=O)CC(=O)Nc1c(C)cc(C)cc1C
nt	-19.2	Cc1ccc(C)c(NC(=S)NC(=O)c2ccco2)c1
117.4	9.9	Cc1ccc2nc(C(F)(F)F)c(C#N)c(N)c2c1
nt	-2.4	O=C(CN(c1ccc(F)cc1)S(=O)(=O)c1ccccc1)N1CCN(c2ccccc2)CC1
nt	6.8	COc1ccc(N(CC(=O)O)S(C)(=O)=O)cc1
94.3	1.6	O=C(/C=N/O)NCc1ccncc1
90.3	nt	COc1ccc2c(c1)c(CC(=O)O)c(C)n2Cc1ccc(F)cc1

Ordered by value in HePTP inhibitor (low to high): 6 from the list above
BAP1 inh	HePTP inhibitor	SMILES
nt	-19.2	Cc1ccc(C)c(NC(=S)NC(=O)c2ccco2)c1
nt	-5.8	CCCNC1=CC(=O)C(NCCC)=CC1=O
94.3	1.6	O=C(/C=N/O)NCc1ccncc1
nt	3.1	CC(=O)CC(=O)Nc1c(C)cc(C)cc1C
nt	6.8	COc1ccc(N(CC(=O)O)S(C)(=O)=O)cc1
117.4	9.9	Cc1ccc2nc(C(F)(F)F)c(C#N)c(N)c2c1

Assay outcomes deposited in PubChem BioAssay by several laboratories.
